Source: PubChem
mHTT-CaM PPI inh – mutant huntingtin-calmodulin interaction inhibitors – biochemical, AlphaScreen, primary screen; inhibition, % at 15 µM; P42858; AlphaScreen His-mHTT/GST-CaM binding, luminescence; 3.6% of 190,000 active;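 also: 0% = both proteins with DMSO and 100% = one protein alone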
Target sequence (P42858 whole entry, looked up, stated change not applied): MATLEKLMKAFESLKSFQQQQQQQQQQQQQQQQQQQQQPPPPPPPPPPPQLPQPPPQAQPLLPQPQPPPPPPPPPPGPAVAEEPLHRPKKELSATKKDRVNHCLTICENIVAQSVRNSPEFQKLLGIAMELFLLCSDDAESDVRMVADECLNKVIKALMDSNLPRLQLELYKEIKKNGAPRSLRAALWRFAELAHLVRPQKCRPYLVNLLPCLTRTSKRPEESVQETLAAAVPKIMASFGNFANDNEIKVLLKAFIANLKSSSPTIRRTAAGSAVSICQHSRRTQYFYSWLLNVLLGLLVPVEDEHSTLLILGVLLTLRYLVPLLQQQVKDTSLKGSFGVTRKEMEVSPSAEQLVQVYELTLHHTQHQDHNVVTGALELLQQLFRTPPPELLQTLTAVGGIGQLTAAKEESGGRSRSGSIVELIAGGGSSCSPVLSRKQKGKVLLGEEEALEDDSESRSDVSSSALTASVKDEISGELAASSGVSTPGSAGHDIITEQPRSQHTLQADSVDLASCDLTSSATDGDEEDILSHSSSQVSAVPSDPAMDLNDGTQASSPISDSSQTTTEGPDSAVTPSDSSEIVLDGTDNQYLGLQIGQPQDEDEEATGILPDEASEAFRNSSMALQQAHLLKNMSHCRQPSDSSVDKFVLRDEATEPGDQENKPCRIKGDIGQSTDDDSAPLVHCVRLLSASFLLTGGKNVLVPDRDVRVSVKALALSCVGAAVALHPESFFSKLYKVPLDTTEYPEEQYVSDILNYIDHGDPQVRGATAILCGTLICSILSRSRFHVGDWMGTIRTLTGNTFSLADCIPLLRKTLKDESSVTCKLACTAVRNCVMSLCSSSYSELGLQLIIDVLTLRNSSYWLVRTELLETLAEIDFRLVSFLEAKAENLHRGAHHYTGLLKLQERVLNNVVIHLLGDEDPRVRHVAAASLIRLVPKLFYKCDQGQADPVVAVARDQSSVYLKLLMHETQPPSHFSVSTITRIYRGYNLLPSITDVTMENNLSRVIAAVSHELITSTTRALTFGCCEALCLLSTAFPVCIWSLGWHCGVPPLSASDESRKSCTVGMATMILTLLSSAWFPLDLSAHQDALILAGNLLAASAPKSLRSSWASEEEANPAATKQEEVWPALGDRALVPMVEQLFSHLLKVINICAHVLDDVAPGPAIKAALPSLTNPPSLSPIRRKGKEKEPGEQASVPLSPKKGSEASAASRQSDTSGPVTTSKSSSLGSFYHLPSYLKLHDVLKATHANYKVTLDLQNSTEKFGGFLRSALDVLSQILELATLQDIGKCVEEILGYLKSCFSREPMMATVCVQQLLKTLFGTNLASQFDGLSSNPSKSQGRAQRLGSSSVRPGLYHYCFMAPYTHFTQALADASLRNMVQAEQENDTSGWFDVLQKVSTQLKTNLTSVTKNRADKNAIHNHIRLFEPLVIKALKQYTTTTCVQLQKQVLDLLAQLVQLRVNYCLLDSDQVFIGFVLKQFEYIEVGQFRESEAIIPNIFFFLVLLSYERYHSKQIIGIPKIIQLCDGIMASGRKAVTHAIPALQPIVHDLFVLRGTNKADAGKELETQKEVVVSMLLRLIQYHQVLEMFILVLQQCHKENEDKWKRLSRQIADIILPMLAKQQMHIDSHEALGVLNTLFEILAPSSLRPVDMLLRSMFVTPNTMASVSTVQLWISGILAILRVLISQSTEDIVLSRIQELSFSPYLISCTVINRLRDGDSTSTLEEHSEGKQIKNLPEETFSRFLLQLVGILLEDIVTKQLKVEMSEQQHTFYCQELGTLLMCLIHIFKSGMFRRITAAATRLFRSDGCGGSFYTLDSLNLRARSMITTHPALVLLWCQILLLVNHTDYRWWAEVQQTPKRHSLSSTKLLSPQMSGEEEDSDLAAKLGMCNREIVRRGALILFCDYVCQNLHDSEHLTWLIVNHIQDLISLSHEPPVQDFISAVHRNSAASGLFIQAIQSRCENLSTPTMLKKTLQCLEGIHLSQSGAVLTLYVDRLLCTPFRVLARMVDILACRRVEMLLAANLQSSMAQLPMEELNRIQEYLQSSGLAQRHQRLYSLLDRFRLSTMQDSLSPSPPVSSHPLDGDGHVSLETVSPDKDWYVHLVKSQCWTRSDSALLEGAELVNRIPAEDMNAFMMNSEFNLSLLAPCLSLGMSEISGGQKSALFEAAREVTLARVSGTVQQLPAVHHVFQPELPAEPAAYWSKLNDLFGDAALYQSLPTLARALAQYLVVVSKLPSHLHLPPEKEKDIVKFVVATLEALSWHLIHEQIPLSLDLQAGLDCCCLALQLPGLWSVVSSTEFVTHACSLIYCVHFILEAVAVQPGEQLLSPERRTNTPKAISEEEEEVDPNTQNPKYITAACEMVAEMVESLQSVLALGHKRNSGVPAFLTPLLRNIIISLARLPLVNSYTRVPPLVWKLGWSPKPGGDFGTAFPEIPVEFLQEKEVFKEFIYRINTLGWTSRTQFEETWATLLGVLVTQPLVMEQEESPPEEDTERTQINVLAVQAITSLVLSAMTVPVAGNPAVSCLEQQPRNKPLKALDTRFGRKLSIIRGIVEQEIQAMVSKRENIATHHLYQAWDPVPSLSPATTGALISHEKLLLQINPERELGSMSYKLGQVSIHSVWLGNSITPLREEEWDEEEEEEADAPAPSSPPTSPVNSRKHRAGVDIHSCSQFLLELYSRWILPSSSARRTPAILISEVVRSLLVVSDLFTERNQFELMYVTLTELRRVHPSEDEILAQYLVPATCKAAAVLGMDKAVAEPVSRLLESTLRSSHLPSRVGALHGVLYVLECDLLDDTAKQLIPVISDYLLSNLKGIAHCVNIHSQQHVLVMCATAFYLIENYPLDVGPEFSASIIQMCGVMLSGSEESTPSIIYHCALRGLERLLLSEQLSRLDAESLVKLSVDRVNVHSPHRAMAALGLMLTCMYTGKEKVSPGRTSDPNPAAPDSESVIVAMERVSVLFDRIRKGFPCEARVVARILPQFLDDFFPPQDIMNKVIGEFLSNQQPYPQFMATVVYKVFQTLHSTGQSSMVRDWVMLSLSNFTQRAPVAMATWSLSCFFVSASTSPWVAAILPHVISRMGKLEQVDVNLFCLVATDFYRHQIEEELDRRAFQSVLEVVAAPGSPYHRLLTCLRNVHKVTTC
Pf apPOL block – Pf-apPOL inhibitors, biochemical, fluorescence | AID 1794808, 2022 | 0.25% of 210,000 active | Recombinant Pf-apPOL, molecular beacon fluorescence, 1.5 h | inhibition, % at 10 µM | Plasmodium falciparum apicoplast DNA polymerase (apPOL)
* = called active by the depositor; / = no result given; & = joins results of further samples. Rule as the data show it: active = inhibition above about 50%; inactive = the rest.

SMILES | mHTT-CaM PPI inh | Pf apPOL block
CSc1nnc(-c2nn(C)c3c2CN(C(=O)c2ccc(F)cc2)CC3)n1C | 2 | 2
O=C1OC(c2ccccc2)=N/C1=C/c1ccc(Br)cc1 | 7 | 3
COc1ccccc1C1C(C(=O)Nc2ccc(C)cn2)=C(C)NC2=C1C(=O)CC(C)(C)C2 (configuration not stated) | 4 | -1
COc1nccnc1NC1CCN(C(=O)Cc2c(C)noc2C)CC1 | -2 | -5
CCn1cc2c3c(cccc31)CN(C(=O)Nc1cccc(C#N)c1)CC2 | -8 | -3
O=C(Nc1cc(F)ccc1F)c1cnn2c3c(cnc12)CCCCCC3 | 5 | -1
COc1ccc(NC(=O)C(Cc2ccccc2)NS(=O)(=O)c2cccs2)c(OC)c1 (configuration not stated) | 8 | 2
Cc1cc(C)cc(OCC(=O)Nc2ccc(Br)cn2)c1 | -2 | -7
Cc1ccc(OCc2nc(-c3cccc(-c4ccnn4C)c3)no2)cc1 | -22 | 1
Cc1ccc(-n2nc(C)c3sc(N4CCCN(C(=O)C5CCCC5)CC4)nc32)cc1 | 26 | -2
Clc1ccc(C2CC(c3ccc(Br)cc3)Nc3nnnn32)cc1 (configuration not stated) | 30 | -10
CC(C)n1c(=N)c(C(=O)NCc2ccccc2)cc2c(=O)n3ccccc3nc21 | -4 | -1
COC(=O)c1ccc(CNC(=O)Nc2cccc(SC)c2)cc1 | / | 3
CC(=O)CN1C(Br)=NC2C1C(=O)N(C)C(=O)N2C (configuration not stated) | -1 | /
O=C1NC(=O)c2cc(Oc3ccc([N+](=O)[O-])cc3)ccc21 | -6 | 1
Cc1ccc(S(=O)(=O)N2CCc3nc(NC(=O)c4ccc(C)cc4C)sc3C2)cc1 | 16 | -4
COc1cccc(NC(=O)c2ncn[nH]2)c1 | -1 | 0
O=C(CN1C(=O)/C(=C/c2ccccc2F)Sc2ccccc21)NCc1cccnc1 | 31 | 2
O=[N+]([O-])c1ccc2nc(SCc3nc4ncccn4c3Br)[nH]c2c1 | -3 | -2
O=C(Cc1csc(NC(=O)c2ccsc2)n1)NCCC1=CCCCC1 | -5 | -7
Cn1nccc1C(=O)N1CCC(c2nncn2-c2ccccc2)CC1 | -1 | -3
COc1cccc(CNC(=O)c2cccc(N3CCNC(c4ccccc4)C3)n2)c1 (configuration not stated) | 11 | -6
O=C1CC(N2CCN(c3ccc([N+](=O)[O-])cc3)CC2)C(=O)N1CCc1ccccc1 (configuration not stated) | 8 | 2
CCNC(=O)N(C)CC(=O)N1N=C(c2ccccc2F)CC1c1ccccc1 (configuration not stated) | 10 | -1
O=C(C1CC1)N1N=C(c2ccc(Br)cc2)CC1(O)C(F)(F)F (configuration not stated) | -4 | 5

Some of these compounds in order of SMILES length, smallest number first.
SMILES | mHTT-CaM PPI inh | Pf apPOL block
O=C1OC(c2ccccc2)=N/C1=C/c1ccc(Br)cc1 | 7 | 3
O=C(C1CC1)N1N=C(c2ccc(Br)cc2)CC1(O)C(F)(F)F (configuration not stated) | -4 | 5
COc1cccc(CNC(=O)c2cccc(N3CCNC(c4ccccc4)C3)n2)c1 (configuration not stated) | 11 | -6

(next part)
SMILES | mHTT-CaM PPI inh | Pf apPOL block
CCC(=O)N1CCN(c2cc(Oc3ccc(F)c(F)c3)ncn2)CC1C (configuration not stated) | 2 | -4
C=CCn1c(SCC(=O)O)nnc1-c1cccs1 | 50* | -5
CNC(=O)c1c(NC(=O)c2nc3ccccc3s2)sc2c1CCC2 | 21 | 12
O=C(CCc1csc(NC(=O)c2cccs2)n1)NCCc1c[nH]c2ccccc12 | 17 | -2
O=C(CCc1ccc2[nH]ccc2c1)NCc1ccc(F)cc1 | 2 | -2
CC(C)Oc1ccc(NC(=O)c2cccc(Cl)c2)cc1 | -16 | -10
CC1CCc2c(sc(NC(=O)c3c(F)c(F)c(F)c(F)c3F)c2C#N)C1 (configuration not stated) | 2 | -1
NC1=NC(=O)CC(C(=O)Nc2cc(C(F)(F)F)ccc2Cl)S1 (configuration not stated) | 3 | -14
CC(=O)N1CCc2ccc(NC(=O)c3cccc(Br)c3)cc21 | -4 | -4
Cc1cc(C2CCCN2C(=O)c2cc(-c3ccc(F)cc3)no2)no1 (configuration not stated) | -4 | 4
Cn1c(=O)oc2cc(-c3noc(-c4ccc(C(F)(F)F)cc4)n3)ccc21 | -13 | 0
O=C(c1ccc([N+](=O)[O-])cc1)N1CCSC1c1ccc(Br)cc1 (configuration not stated) | 4 | -5
COc1cccc2c(SCC(=O)Nc3ccc(C(N)=O)cc3)nccc12 | -15 | -5
CCS(=O)(=O)CC(C(C)(C)C)S(=O)(=O)CC (configuration not stated) | -7 | -136
O=C(O)c1nnn(-c2cccc(F)c2)c1-c1ccncc1 | -2 | -1
Cc1ccc(CNC(=O)C2CCCN(C(=O)c3cc(C)cc(C)c3)C2)cc1 (configuration not stated) | -1 | 1
c1csc(C2=NN3COc4ccccc4C3C2)c1 (configuration not stated) | 2 | -4
COc1cccc(CNC(=O)C2(C)CCCN(C(=O)c3ccccc3Br)C2)c1 (configuration not stated) | -4 | 0
CCC1CCCCN1C(=O)CN1C(=O)c2ccccc2C1=O (configuration not stated) | 1 | 2
N#Cc1sc2nc(-c3ccncc3)cc(C(F)(F)F)c2c1N | -2 | /
O=C1CCC(C(=O)N(Cc2cccs2)C2(C(=O)NC3CCCCC3)CCCCC2)N1 (configuration not stated) | 2 | -1
CN1C=CC(=O)[C@@H](O)[C@H]1c1ccccc1Br | 3 | 3
O=[N+]([O-])c1ccc(N2CCN(S(=O)(=O)Cc3ccccc3)CC2)cc1NCc1ccccc1 | 13 | -6
COc1ccc(/C=C(\C#N)c2nc3ccccc3[nH]2)cc1 | 10 | -8
COc1cc(C=Nc2oc(C)c(C)c2C#N)cc(Br)c1O | 9 | 0

Reprinted at random: 5 records from the list
SMILES | mHTT-CaM PPI inh | Pf apPOL block
CC1CCc2c(sc(NC(=O)c3c(F)c(F)c(F)c(F)c3F)c2C#N)C1 (configuration not stated) | 2 | -1
O=[N+]([O-])c1ccc(N2CCN(S(=O)(=O)Cc3ccccc3)CC2)cc1NCc1ccccc1 | 13 | -6
CC(=O)N1CCc2ccc(NC(=O)c3cccc(Br)c3)cc21 | -4 | -4
O=C(c1ccc([N+](=O)[O-])cc1)N1CCSC1c1ccc(Br)cc1 (configuration not stated) | 4 | -5
Cc1cc(C2CCCN2C(=O)c2cc(-c3ccc(F)cc3)no2)no1 (configuration not stated) | -4 | 4

Another view of some results above:
> C=CCn1c(SCC(=O)O)nnc1-c1cccs1
  mHTT-CaM PPI inh: 50*
  Pf apPOL block: -5
> CNC(=O)c1c(NC(=O)c2nc3ccccc3s2)sc2c1CCC2
  mHTT-CaM PPI inh: 21
  Pf apPOL block: 12

New compounds follow.
SMILES | mHTT-CaM PPI inh | Pf apPOL block
Cn1c(/C=C/c2ccccc2[N+](=O)[O-])nc2ccccc2c1=O | 3 | 29
CS(=O)(=O)c1ccc2nc(NC(=O)c3csc(-n4cccc4)n3)sc2c1 | 0 | -3
COc1cccc(C(=O)N2CCc3c(nc4cc(-c5ccccc5)[nH]n4c3=O)C2)c1OC | 66* | 5
CN(C)C(=O)c1cccc2c1NC(c1ccc(Br)cc1)C1CC=CC21 (configuration not stated) | 64* | -38
COc1ccc(C2=NN(C(=O)c3ccc(Br)o3)C(c3ccc(OC)cc3)C2)cc1 (configuration not stated) | 27 | -5
CCOc1ccc(Br)cc1S(=O)(=O)N1CC(C)OC(C)C1 (configuration not stated) | -4 | 1
CC(=O)Nc1ccc(N2C(=O)CSC2c2cccc([N+](=O)[O-])c2)cc1 (configuration not stated) | 3 | 0
O=C(NCCCN1CCCC1=O)c1ccc(-n2nnc3ccccc3c2=O)cc1 | 12 | -4
Cc1ccc(S(=O)(=O)N=Cc2ccccc2I)cc1 | -2 | 2
COc1ccc(NC(=O)N2CCn3cccc3C2C)c(OC)c1 (configuration not stated) | 16 | -5
N#Cc1cnn(-c2ccccc2)c1NC(=O)CSc1nnc(-c2ccco2)o1 | / | 8
CCOc1nccnc1NC1CCN(S(=O)(=O)C2CC2)CC1 | -1 | -4
Cc1ccc2nc(-c3cccc(N=Cc4cc([N+](=O)[O-])ccc4O)c3)oc2c1 | 15 | -4
O=C(Nc1ccccc1)c1cccc2[nH]cc(CN3CCCC3)c12 | 8 | -2
Cc1cc(N2C(=O)c3ccccc3C2=O)n(C)n1 | / | -9&6
O=[N+]([O-])c1ccc(S(=O)(=O)n2nnc3ccccc32)cc1 | -1 | -2
N=c1c(C(=O)NCc2ccco2)cc2c(=O)n3ccccc3nc2n1CC1CCCO1 (configuration not stated) | 11 | -2
CCCN1C(=O)COc2ccc(-c3noc(-c4ccccc4C(F)(F)F)n3)cc21 | -2 | 1
CC(C(=O)NCc1cccnc1)N(c1ccccc1)S(C)(=O)=O (configuration not stated) | 7 | -2
Cc1cc(=O)oc2c1c(-c1ccccc1)nn2-c1ccc(Cl)c(C(=O)O)c1 | 3 | -13
COc1ccc(C2=Nn3c(nnc3-c3ccccc3F)SC2)cc1OC | -3 | /
C=CCNC(=O)c1cc2c(=O)n3cccc(C)c3nc2n(CC)c1=N | -2 | 4
CCOC(=O)c1cn[nH]c1S(=O)(=O)Nc1cc(C)ccc1OC | -1 | -5
Cc1oc(C2CCN(S(=O)(=O)CCc3ccccc3)CC2)nc1C(=O)N1CCCC1 | 6 | -6
O=C(C1=C(Nc2ccccc2)c2ccccc2S(=O)(=O)N1)c1ccccc1 | 33 | 38
(continued)
SMILES | mHTT-CaM PPI inh | Pf apPOL block
O=Cc1cc(Cc2ccccc2)cc([N+](=O)[O-])c1O | 100* | -1
CCC(C)NC(=O)CSc1nc2ccsc2c(=O)n1Cc1ccc2c(c1)OCO2 (configuration not stated) | 1 | 5
CCc1onc(C)c1C1CCCN1C(=O)Nc1ccccc1Cl (configuration not stated) | -2 | 5
CS(=O)(=O)N(CC(=O)Nc1ccc(I)cc1)c1cccc([N+](=O)[O-])c1 | 18 | -4
CC(CCNC(=O)c1csc(-c2ccncc2)n1)N1CCCCCC1 (configuration not stated) | 32 | 5
Cc1ccccc1NS(=O)(=O)c1cccc(C(=O)Nc2ccccc2[N+](=O)[O-])c1 | 33 | 9
COc1cccc(N=Cc2cc(I)cc(I)c2O)c1 | 12 | -4
O=C(Nc1ccc(F)cc1Cl)c1cnc(-c2ccccc2)nc1-c1ccncc1 | -11 | -5
Cc1nc2nc(S(=O)(=O)NCc3ccc(Cl)cc3)nn2c(C)c1C | 7 | -2
CC1(C(=O)NCc2ccc(F)cc2)CCCN(C(=O)Cc2ccccc2)C1 (configuration not stated) | 4 | -2
Cc1ccccc1CS(=O)(=O)CCC(=O)NCc1ccc(F)cc1Cl | -7 | -13
Cn1c(C=CC=CN2CCCC2)nc2ccccc2c1=O | / | -2
CC(C)(C)c1ccc(C(=O)Nc2cccc(F)c2C#N)cc1 | / | -9
COc1ccc(N=C2C(=O)Nc3ccccc32)c([N+](=O)[O-])c1 | 11 | 1
CCOC(=O)c1cncc(C#CC(C)(C)O)c1 | / | -8
CCCN1CCN(C(=O)c2cc3c(s2)CCN(C(=O)c2ccccc2)C3)CC1 | 14 | -8
COc1ccc(CCNC(=O)CN2CCC(c3nnc(C(C)C)o3)CC2)cc1OC | -6 | -3
O=C1C2CCCN2C(c2cccs2)N1c1ccc(Cl)cc1 (configuration not stated) | 14 | 3
CSc1ccc(C2C=C(c3ccc(C)cc3)Nc3nnnn32)cc1 (configuration not stated) | 9 | -3
CC1CCCC(C)N1C(=O)c1ccc(N2CC3CC(C2)c2cccc(=O)n2C3)c([N+](=O)[O-])c1 (configuration not stated) | 3 | -3
O=S1(=O)C=CCN1Cc1cn(Cc2ccc(F)cc2)nn1 | -12 | -5
CCCS(=O)(=O)N1CCc2[nH]nc(-c3ccccc3)c2C1 | -3 | -6
CSc1nc(N2CCCC2)c2cnn(CCNC(=O)CSc3ccc(F)cc3)c2n1 | 13 | -1
CCCCNc1ncnc2c1[nH]c1ccc(C)cc12 | 12 | -6
Cc1[nH]n(-c2ccccc2)c(=O)c1N=Nc1ccc(N2CCOCC2)cc1 | / | -94
More compounds follow.
SMILES | mHTT-CaM PPI inh | Pf apPOL block
NC(=O)c1nnn(Cc2ccccc2)c1N | 1 | 16
CC(=O)N1CCc2cc(Br)cc(S(=O)(=O)NCc3ccc(Cl)cc3)c21 | 6 | -2
COc1cc(C=Nc2ccc3[nH]c(=O)[nH]c3c2)cc(Br)c1O | 3 | -2
CN(Cc1ccco1)S(=O)(=O)c1ccc(C(=O)Nc2ccc3sccc3c2)cc1 | -3 | -1
Nc1nnc(SCc2ccc([N+](=O)[O-])cc2)s1 | -7 | 3
O=C(CC(c1ccccc1)c1ccccc1)NCC(O)c1cccs1 (configuration not stated) | -14 | -2
CCn1c(=O)c(NCc2ccc(Cl)cc2)nc2ccncc21 | -2 | -4
C=CCN1C(=O)C2(Nc3ccccc3C(=O)N2c2ccc(Cl)cc2)c2ccccc21 (configuration not stated) | 7 | 13
O=C(Nc1ccc(Cl)cc1F)N1CCC2(C1)Nc1cccnc1NC2=NC1CCCC1 (configuration not stated) | 10 | -7
Cc1[nH]c(C(=O)N2CCC(CC(=O)NCc3ccc4c(c3)OCO4)CC2)c(C)c1C | 23 | -5
Brc1cccc(CN2CCc3nc(N4CCCC4)ncc3C2)c1 | 100* | 7
O=C(O)C1CCC(N2C(=O)c3c(Cl)c(Cl)c(Cl)c(Cl)c3C2=O)CC1 (configuration not stated) | 0 | -2
